# WRN helicase inh – blocks human WRN helicase. 0.46% of 360,000 active. Potency, µM (top dose mostly 114 µM), for the others: top-dose activity change, negative = inhibition, most hits filed as inhibitors. Q14191. AID 651768. WRN helicase unwinding, fluorescent forked duplex, kinetic; also: potency is read from the fitted curve at half-maximal effect; % is scaled to controls: 0 for no effect and ±100 for the full control effect; nearly all actives have a fitted effect of over 55% in size
#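 Kinetic fluorescence helicase assay: unwinding of a quenched forked DNA duplex (100 nM final) with 2 mM ATP final raises red fluorescence (525/598 nm). Compounds sat 15 min at room temperature with 20 nM WRN beforehand.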
# PLK1 PBD inh – inhibitors of human PLK1 polo-box domain binding; P53350; Plk1 PBD binding of FITC phosphopeptide, fluorescence polarization; Potency, µM, for inactives: max response, negative = inhibition, most hits filed as inhibitors; 2.8% of 360,000 active; AID 720504; also: potency is read from the fitted curve at half-maximal effect; series mostly up to about 57 µM; % is scaled to controls: 0 for no effect and ±100 for the full control effect; nearly all actives have a fitted effect of over 65% in size
# PI5P4Ka inh – inhibitors of human PI5P4K alpha | P48426 | PI5P4Kalpha enzyme, ADP-Glo luminescence, 60 min; stronger effect = lower value | 1.2% of 330,000 active | max response, %; active = max response of -50% or lower; inconclusive = between -30% and -50%; inactive = -30% or higher; also: value at the top dose of about 77 µM; % is scaled to controls: 0 for no effect and ±100 for the full control effect
#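 Reactions run in 0.038 M HEPES pH 7.4, 0.28 mM EGTA, 0.1% CHAPS and 5% DMSO, with PI5P4Kalpha, substrate, compound and 5 microM ATP final, one hour at room temperature. Readout is ADP-Glo luminescence.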
# IL-2 act – activates IL-2 in a cell-based reporter assay. IL-2 activation reporter assay, cell-based qHTS; stimulated with anti-CD3/CD4/CD28 beads; in transgenic mouse T cells. AID 652025. 0.065% of 360,000 active. activation, % (series mostly up to about 46 µM); in the data active = activation above about 50%; inconclusive = mostly about 30% to 49%; also: 0% is about no effect
#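 Quantitative HTS in unstimulated transgenic mouse T cells, with memory T cells as non-tolerant control and PMA/ionomycin as tolerance-bypass control. Compound pretreatment lasted 60 minutes before 18 h bead stimulation; EGFP/DsRed fluorescence read.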
# CCT modulator – changes cytosolic chaperonin activity | activity change, % (concentration not given with the values), hits read low | 0.3% of 360,000 active | purified chaperonin ATPase assay, HTRF ADP detection, 30 min; in the data active = activity change below about -30%; also: % is scaled to controls: 0 for no effect and ±100 for the full control effect
#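 Enzyme 40 or 20 nM (batch-dependent) in Tris pH 7.4/KCl/MgCl2/DTT; cpd 76 uM single point; ATP 10 uM; 30 min 37 °C; Transcreener ADP HTRF detection, 30 min RT; ratio 665/615.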
# EPAC1 ag – activates human EPAC1 exchange factor; 0.073% of 360,000 active; EPAC1 agonist qHTS, biochemical assay; response scale: 100% = response to 6.5 mM cAMP; Potency, µM (doses to about 154 µM), inactives show at the top dose activation, usual class: activators; also: potency is read from the fitted curve at half-maximal effect; nearly all actives have a fitted effect of over 60% in size
#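 Fluorescent GDP-exchange assay: 100 nM EPAC1 with 250 nM Rap1B preloaded with BODIPY-GDP and 50 uM GDP; compounds tested as concentration series, 5 min at room temperature, then read every 5 min for 30 min (ex 480/em 540 nm); normalized to 6.5 mM cAMP.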
# EPAC1 antagonist – antagonists of human EPAC1. O95398. EPAC1 GEF assay, Rap1b-BODIPY-GDP exchange fluorescence. Potency, µM (top dose mostly 115 µM), for inactives: at the highest dose activity change, negative = inhibition, actives largely listed as inhibitors. 0.14% of 360,000 active. AID 720709;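 also: potency is read from the fitted curve at half-maximal effect; plate controls were vehicle for no effect and positive control for full effect; nearly all actives have a fitted effect of over 50% in size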
# EPAC2 agonist – EPAC2 (human) agonism | Q8WZA2 | EPAC2 activation, biochemical qHTS; response scale: 100% = 6.5 mM cAMP response | Potency, µM (titrated, usually from 154 µM), inactives show at the highest dose activation, hits mostly activators | 0.079% of 360,000 active | AID 720711; also: potency is read from the fitted curve at half-maximal effect; nearly all actives have a fitted effect of over 50% in size
#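 Compounds were added across a concentration range to EPAC2 (100 nM), RAP1B-BODIPY-GDP (250 nM) and GDP (50 uM). After 5 min at room temperature, fluorescence was recorded at 5-min intervals for 30 min.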
# * marks the source's active call; other numbers are inactive results; ? = inconclusive; nt = not tested or not shown; [ ] = dose if it differs, or a comment. Unless noted, calls follow the shape of the dose curve; as a rule, active = well fitted curve in the direction sought with a large enough effect; inconclusive = small, poorly fitted or top-dose-only effect, or another doubt; inactive = no such curve, though single readings can be large; an effect the other way counts as inactive or inconclusive. Not all compounds are listed (hit frequency here may not be typical).
# Values run as follows: EPAC1 ag	IL-2 act	CCT modulator	PLK1 PBD inh	EPAC2 agonist	PI5P4Ka inh	WRN helicase inh	EPAC1 antagonist
CC1=C(C(=O)OC(C)C)C(c2cccc(F)c2)N2C(=O)C(C)SC2=N1 (stereo not given)
  9%	0.7	-2.0	-4%	4%	8	0%	-13%
Cc1cc2c(cc1S(=O)(=O)Nc1cccc(F)c1C)NC(=O)CO2
  -5%	-1.2	2.1	-4%	-1%	-2	-14%	?
COc1ccc(Cl)cc1NC(=O)CSc1nncn1-c1cccnc1
  -4%	-0.2	-2.6	-4%	3%	2	-5%	7%
Cn1ccc(C(=O)N/N=C/c2ccccc2[N+](=O)[O-])n1
  -3%	-2.4	0.0	-4%	-1%	-2	5%	-15%
O=C(CNC(=O)c1ccc(F)cc1)c1ccc(Cl)cc1
  -3%	0.0	2.8	-8%	8%	2	-6%	-17%
CC(=O)Nc1ccc(OC(=O)c2cc3ccccc3oc2=O)cc1
  3%	1.8	-1.0	0%	3%	1	0%	12%
COc1ccc([N+](=O)[O-])c(OC)c1C(=O)NC(=O)Nc1c(F)c(F)c(F)c(F)c1F
  -9%	-0.6	-1.4	-1%	5%	5	7%	8%
Fc1ccc(CN2CCCCCCC2)cc1
  -2%	-1.8	0.6	-6%	4%	nt	-3%	14%
C=CCOc1ccc(C(=O)Nc2ccccc2C(=O)N2CCCC2)cc1
  12%	-2.0	-2.0	-9%	-11%	12	-25%	-1%
CCCC(=O)Nc1nc2ccc(C(=O)OCC)cc2s1
  1%	-0.9	1.3	-2%	4%	-2	-9%	-29%

# Three compounds drawn at random from those above:
# Values run as follows: EPAC1 ag	IL-2 act	CCT modulator	PLK1 PBD inh	EPAC2 agonist	PI5P4Ka inh	WRN helicase inh	EPAC1 antagonist
C=CCOc1ccc(C(=O)Nc2ccccc2C(=O)N2CCCC2)cc1
  12%	-2.0	-2.0	-9%	-11%	12	-25%	-1%
CC1=C(C(=O)OC(C)C)C(c2cccc(F)c2)N2C(=O)C(C)SC2=N1 (stereo not given)
  9%	0.7	-2.0	-4%	4%	8	0%	-13%
O=C(CNC(=O)c1ccc(F)cc1)c1ccc(Cl)cc1
  -3%	0.0	2.8	-8%	8%	2	-6%	-17%

# (more compounds)
# Values run as follows: EPAC1 ag	IL-2 act	CCT modulator	PLK1 PBD inh	EPAC2 agonist	PI5P4Ka inh	WRN helicase inh	EPAC1 antagonist
COc1cccc(NC(=O)CSc2nnc(NC(=O)C3CCC3)s2)c1
  6%	-0.6	2.2	-7%	9%	4	17%	8%
CCOC(=O)C1CCN(C(=O)CS(=O)(=O)Cc2nc(-c3ccccc3Cl)oc2C)CC1
  -7%	-2.7	0.1	-3%	-5%	-3	8%	10%
Cc1cccc(CN2CCC(Oc3ccc(C(=O)N4CCCC4)cc3)CC2)n1
  0%	-1.2	-0.3	-1%	1%	0	-11%	9%
Cc1cc(C)nc(SC2CC(=O)N(c3ccc(Br)cc3)C2=O)n1 (stereo not given)
  2%	-0.3	-1.2	-5%	-6%	9	-4%	8%
CCOC(=O)c1cnc2c(c(C)nn2-c2ccc(C)cc2)c1Cl
  -3%	-1.8	0.9	-2%	-2%	0	-4%[57.1 µM]	15%
COc1ccc(-c2cc(C(=O)NCc3cccnc3)no2)cc1
  4%	0.2	0.5	-5%	2%	nt	-13%	-9%
CC(=O)Nc1ccc(S(=O)(=O)Nc2cc(C)c(-n3nc4ccccc4n3)cc2O)cc1
  6%	-3.8	2.0	-2%	-17%	nt	4%	7%
COc1ccc(OC)c(N(CC(=O)NN=C2CCN(C)CC2)S(=O)(=O)c2ccccc2)c1
  -3%	0.5	-1.9	-3%	6%	6	5%	4%
CCCCn1c(N)c(N(CC(C)C)C(=O)c2ccncc2)c(=O)[nH]c1=O
  4%	-1.6	0.9	-4%	-3%	-6	-4%	-10%
CCOC(=O)C1CCN(S(=O)(=O)c2ccc(C)c(C(=O)NC3CCCCC3)c2)CC1
  1%	-1.6	1.5	6%	-6%	-3	6%	6%
COc1ccccc1NC(=O)c1cc(C)oc1C
  1%	0.3	-1.6	-12%	7%	2	-7%	0%
COc1ccc(-c2cn[nH]c2N)cc1
  4%	-0.9	-2.9	-8%	10%	1	-5%	3%
CC1(C(=O)NS(=O)(=O)c2ccc(Cl)cc2)CCN1C(=O)C1(c2ccccc2)CCCC1 (stereo not given)
  8%	0.5	-0.9	-8%	7%	6	-6%	-13%
C#CCOCCOCCOCCNc1nc(N2CCN(C(=O)C([C@@H](C)CC)n3cc(C(N)CC(C)C)nn3)CC2)nc(N2CCN(C(=O)[C@H](CCC(=O)O)n3cc(C(N)[C@H](C)CC)nn3)CC2)n1 (stereo not given in full)
  -5%	-0.6	2.0	3%	-1%	-4	4%	17%
CCOC(=O)N1CCN(CC(O)COCc2cc(OC)c(OC)c(OC)c2)CC1 (stereo not given)
  7%	2.0	0.1	-7%	14%	0	-32%[57.1 µM]	-25%
Cc1ccc(S(=O)(=O)N(C)c2c(C)ccc(S(=O)(=O)N3CCN(C)CC3)c2C)cc1
  -7%	0.3	2.1	-12%	-3%	3	-4%	6%
Nc1nnc(SCC(=O)NCc2ccc3c(c2)OCO3)s1
  0%	-0.3	-1.1	-7%	5%	-3	5%	11%
CCN(C(=O)COC(=O)/C=C/c1ccco1)c1c(N)n(Cc2ccccc2)c(=O)[nH]c1=O
  9%	0.7	-1.5	-17%	8%	-16	-9%	-24%
O=C(CSc1ccc(-c2nc3ccccc3[nH]2)cn1)Nc1ccc2c(c1)OCCO2
  2%	-0.3	1.2	-5%	4%	nt	-25%	-6%
C=CCn1c(SCC(=O)N2CCN(C(=O)OCC)CC2)nc2c([nH]c3ccccc32)c1=O
  14%	2.0	1.2	-4%	-5%	0	3%	-1%
COC(=O)c1ccc(Nc2nc3ccc(C)cc3n3cnnc23)cc1
  11%	4.9	1.4	-4%	5%	-2	4%	1%
COc1ccc(CCN(C)C2CCCN(S(=O)(=O)N(C)C)C2)cc1OC (stereo not given)
  6%	0.2	1.2	7%	0%	1	-1%[57.1 µM]	-8%
COc1ccccc1N1CCN(C2CCCN(C(=O)Cn3cccn3)C2)CC1 (stereo not given)
  3%	-4.6	-0.5	0%	3%	-4	-34%	2%
CCC(C)N(C(=O)C(F)(F)F)C(C(=O)NC1CCCCC1)c1ccncc1 (stereo not given)
  6%	5.6	-1.1	-5%	-5%	nt	5%	-2%
CC1CCCCN1CCNC(=O)c1cc2c(-c3ccccc3F)nn(C)c2s1 (stereo not given)
  -2%	-3.8	-2.0	3%	10%	-1	25%	-1%
CC(=O)c1ccc(N2CCN(CC(O)COCc3ccco3)CC2)cc1 (stereo not given)
  -9%	2.5	0.4	-24%	14%	-1	-2%	0%
CCn1c(C)cc(/C=C2/SC(=O)N(C(C)C(=O)OC)C2=O)c1C (stereo not given)
  8%	-0.2	0.6	-4%	19%	-7	0%	32%
Cc1nc(NS(=O)(=O)c2ccccc2)sc1C(=O)N/N=C/c1ccccc1
  -3%	0.1	0.7	-10%	2%	-18	1%	4%
CNCc1sccc1C
  0%	1.3	2.5	-8%	4%	4	9%	1%
O=C(Nc1ccccn1)c1ccc(Cl)c(S(=O)(=O)N2CCCC2)c1
  12%	-0.7	0.3	-2%	11%	-3	-5%	-4%
Cn1ccc2c(/C=C/c3ccc(F)cc3)cc3c(c21)C1CCC3C1 (stereo not given)
  1%	0.7	0.9	-2%	8%	-3	-15%	-19%
Cc1ccccc1NC(=O)CSc1nnc(C)c2ccccc12
  -7%	0.3	-4.6	2%	-1%	12	2%	2%
CC1CCCC(C)N1S(=O)(=O)c1ccc(S(=O)(=O)N2CCOCC2)cc1 (stereo not given)
  3%	0.1	-0.8	-24%	-9%	-1	3%	-16%
CCOC(=O)CNC(=O)CSc1nnc(NC(=O)c2ccc(S(=O)(=O)N3CCOCC3)cc2)s1
  -6%	-4.1	1.5	-4%	-4%	1	-15%	7%
C(=NOCc1ccccc1)c1cccnc1
  5%	-0.9	2.0	10%	2%	-2	0%	5%
C[N+](C)(C)CCCNC(=O)c1ccc(/C=N/O)nc1
  4%	-1.5	-0.5	-6%	6%	-2	3%	27%
CC(C)c1ccc(C2C(C(=O)c3ccco3)=C(O)C(=O)N2CCN2CCOCC2)cc1 (stereo not given)
  1%	-0.7	-3.7	-17%	9%	1	-7%	3%
Cc1nnc(SCc2nnc(-c3ccccc3Br)o2)s1
  4%	-1.8	-2.5	-6%	2%	?	-35%	-29%
Cc1ccc(C(=O)/C=C/N(C)C)cn1
  0%	-1.3	-3.1	0%	3%	-1	-3%	2%
O=C(OCC#CCSc1nnc(-c2cccc3ccccc23)o1)c1cccs1
  14%	-1.1	-1.0	0%	10%	nt	-14%	8%
CN(C)c1ccc(NC(=O)/C=C/c2ccccc2Cl)cc1
  11%	4.8	-0.1	-5%	8%	0	-16%[57.1 µM]	17%
COc1cc(CCc2ccccc2)c(C(=O)O)c(O)c1C/C=C(/C)CCC=C(C)C
  -16%	-0.8	0.8	24µM*	-13%	-2	?	50µM*
Cc1ccc(C(=O)NC(C)CCc2ccccc2)cc1S(=O)(=O)N1CCOCC1 (stereo not given)
  -3%	0.5	-0.8	0%	11%	4	-4%	-14%
CCCCc1nc2cc(C(=O)N3CCC[C@H]3CO)ccc2o1
  -17%	3.6	-1.2	7%	-2%	0	-9%	-7%
COc1ccc(CCNC(=O)CC2SC(=Nc3cc(C)cc(C)c3)NC2=O)cc1OC (stereo not given)
  -10%	-4.0	-11	3%	-17%	-1	-5%	-2%
CCOC(=O)N1CCN(Cc2nc3c(c(=O)n(C)c(=O)n3C)n2Cc2ccc(F)cc2)CC1
  -6%	-2.8	1.3	1%	-2%	-3	9%	0%
CS(=O)(=O)N1N=C(c2ccc(Br)cc2)CC1c1cccs1 (stereo not given)
  -4%	2.0	-4.6	-2%	20%[15.6 µM]	7	-8%	4%
COc1ccccc1C1CCN(Cc2ccccc2)CC1
  2%	-1.1	-2.3	-1%	2%	-10	-2%	5%
CCc1nc2ccc(C(=O)Nc3ccc(OC)c(OC)c3)cn2c1N(CC)Cc1cccc(Br)c1
  -2%	-0.9	-0.9	0%	14%	3	-4%	-8%
CC12CN3CC(C)(CN(C1)C3c1cc3ccccc3[nH]1)C2=O (stereo not given)
  -1%	0.3	-1.1	-6%	-4%	10	-5%	18%

# Source: PubChem BioAssay
